Compound activity: PubChem, several laboratories
KKLEB cytotox: reduces viability of KKLEB cystic fibrosis airway cells | KKLEB CF airway cells viability, ATPlite luminescence, overnight; stronger effect = lower value; cells stimulated with P. aeruginosa culture filtrate | activity change (cytotoxicity), % at 5 µM | 0.36% of 360,000 active | AID 602141;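 active = corrected activity change at or below -50% at 5 µM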
LRH-1 inv ag: inverse agonists of human LRH-1 (NR5A2); O00482; HEK293T StAR-luciferase reporter, LRH-1 transfected, 24 h; inhibition, % at 3.6 µM; 0.13% of 360,000 active;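 active = inhibition above the mean inhibition of all tested compounds plus 3 SD, cut at about 73% in these data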;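 also: 0% = DMSO wells and 100% = reporter-only cells lacking LRH-1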
Target sequence (O00482 whole entry, looked up): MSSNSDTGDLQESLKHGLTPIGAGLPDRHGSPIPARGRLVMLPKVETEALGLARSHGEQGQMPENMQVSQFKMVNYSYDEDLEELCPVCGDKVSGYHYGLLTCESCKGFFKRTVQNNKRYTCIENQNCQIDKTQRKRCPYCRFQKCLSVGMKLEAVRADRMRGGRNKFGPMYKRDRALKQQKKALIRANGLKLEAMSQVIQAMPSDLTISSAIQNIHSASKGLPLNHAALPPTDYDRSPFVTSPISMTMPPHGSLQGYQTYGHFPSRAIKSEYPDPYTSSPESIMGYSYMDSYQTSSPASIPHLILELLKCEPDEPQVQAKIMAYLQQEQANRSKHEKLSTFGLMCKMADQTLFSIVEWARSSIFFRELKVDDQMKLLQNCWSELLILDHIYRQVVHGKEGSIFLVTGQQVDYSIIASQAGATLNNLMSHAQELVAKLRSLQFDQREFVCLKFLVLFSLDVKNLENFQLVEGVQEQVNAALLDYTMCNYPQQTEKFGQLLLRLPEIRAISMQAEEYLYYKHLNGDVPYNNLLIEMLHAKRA
SRC1 inh: inhibitors of human steroid receptor coactivator 1 (SRC1) | HEK293 GAL4-SRC1 luciferase reporter, luminescence | 0.12% of 360,000 active | Q15788 | AID 588354 | inhibition, % at 3.6 µM;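 active = inhibition above the campaign mean plus 3 SD, with each screening campaign given its own cutoff, cut at about 60% in these data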;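 also: 0% = DMSO treated cells and 100% = gossypol at 36 µM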
C8 TRAIL sens: sensitizes caspase-8 expressing cells to TRAIL. inhibition (viability loss, TRAIL sensitization), % at 10 µM. NB7+C8 cells + TRAIL, ATPlite viability luminescence. 1% of 360,000 active. AID 624354;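 active = compounds causing at least 50% loss of cell viability in the single-dose screen, relative to plate controls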
TWEAK Fn14 block: blocks TWEAK-Fn14 interaction in a reporter cell assay; TWEAK-stimulated Fn14 reporter cells, luciferase luminescence, 8 h; inhibition, % at 10 µM; 2% of 360,000 active; in the data active = inhibition above about 50%
SRC3 inh: human NCOA3 inhibition | HEK293 GAL4-SRC3 luciferase reporter, luminescence | inhibition, % at 3.6 µM | 0.17% of 360,000 active | AID 588352;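 active = inhibition above a per-campaign cutoff, the mean of all compounds plus 3 SD, cut at about 60% in these data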;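 also: 0% = DMSO-treated cells and 100% = gossypol-treated cells at 36 µM; higher means less SRC3-driven luciferase light from the GAL4 reporter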
TROY signal inh: TROY signaling inhibition | 0.98% of 360,000 active | AID 1347056 | inhibition, % at 10 µM | Q293 LMP1-TROYcd NF-kB luciferase reporter, 4 h;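 active = compounds whose plate-normalised and pattern-corrected inhibition of the luciferase reporter signal at the single screening dose is 50% or more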
COUP-TFII inh: inhibitors of human COUP-TFII (NR2F2); P24468; HEK293T NGFI-A luciferase reporter, luminescence; inhibition, % at 8.6 µM; 0.7% of 370,000 active;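 active = inhibition above a per-plate cutoff, mean inhibition of test wells between control levels plus 3 SD, cut at about 38% in these data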;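 also: cells cotransfected with COUP-TFII expression vector driving the NGFI-A reporter; 0% = median of COUP-TF2 test wells and 100% = reporter-only cells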
Target sequence (P24468 whole entry, looked up): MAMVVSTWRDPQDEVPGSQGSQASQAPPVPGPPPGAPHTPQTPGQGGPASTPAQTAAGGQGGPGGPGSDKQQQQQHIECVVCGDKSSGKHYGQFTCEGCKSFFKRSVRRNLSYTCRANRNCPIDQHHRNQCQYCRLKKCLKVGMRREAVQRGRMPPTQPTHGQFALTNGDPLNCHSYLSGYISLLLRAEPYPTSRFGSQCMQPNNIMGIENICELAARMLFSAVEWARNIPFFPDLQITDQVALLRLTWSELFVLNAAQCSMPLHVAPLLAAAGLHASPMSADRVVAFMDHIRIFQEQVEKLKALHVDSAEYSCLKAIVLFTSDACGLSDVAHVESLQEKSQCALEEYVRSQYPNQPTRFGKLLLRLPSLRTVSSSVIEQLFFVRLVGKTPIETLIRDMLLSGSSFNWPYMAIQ
CF NFkB block: blocks PAF-induced NF-kB reporter in cystic fibrosis cells. KKLEB NF-kB-GFP reporter, GFP fluorescence overnight. 0.86% of 360,000 active. inhibition, % at 5 µM. AID 588850;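 active = at least 50% inhibition at 5 µM, scaled per plate between neutral and stimulator controls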;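 also: PAF is a Pseudomonas aeruginosa culture filtrate used as stimulus; plate controls were PAF-stimulated DMSO wells for no effect and unstimulated DMSO wells for full effect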
NCOA2 inhibitor: human SRC2 (NCOA2) inhibition. Q15596. HEK293 GAL4-SRC2 luciferase reporter, luminescence. inhibition, % at 9 µM. 0.17% of 370,000 active. AID 651957;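 active = inhibition above the mean inhibition of all tested compounds plus 3 SD, set per campaign, cut at about 52% in these data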;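 also: 0% = DMSO treated cells and 100% = cells given Gossypol at 36 µM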
EBV LMP1 NFkB: Epstein-Barr LMP1 NF-kappaB reporter inhibition; LMP1-induced NF-kappaB luciferase reporter cells, luminescence; inhibition, % at 12.5 µM; 0.69% of 350,000 active; AID 504558; in the data active = inhibition above about 41%;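 also: 0% = neutral control wells and 100% = reference inhibitor control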
The depositor's hits bear a star; x = not tested or not shown.

SMILES | KKLEB cytotox | LRH-1 inv ag | SRC1 inh | C8 TRAIL sens | TWEAK Fn14 block | SRC3 inh | TROY signal inh | COUP-TFII inh | CF NFkB block | NCOA2 inhibitor | EBV LMP1 NFkB
COc1cccc(-c2cc(C(=O)NCCCn3ccnc3)c3ccccc3n2)c1 | -3 | 22 | -13 | 0 | 5 | -1 | -6 | -9 | -2 | -12 | -1
COc1ccc(C(C)=O)cc1Cn1c(C)c(C(=O)NCCC#N)sc1=O | 4 | 13 | -4 | -3 | 10 | -6 | -4 | -4 | -3 | -4 | x
Cc1cc(-c2csc(NC(=O)C3=COCCO3)n2)c(C)n1C | 10 | -16 | -15 | -5 | 10 | -8 | -3 | -1 | -14 | 11 | -2
CC1(OC(=O)c2ccc(Cl)nc2)C(=O)C=C2C=C3CCCN3C=C2C1=O (centres undefined) | 6 | 1 | -5 | 11 | 5 | -22 | 3 | 8 | -12 | 6 | -4
CCCCC(C(=O)NC1CCCC1)N(C(=O)c1snc(C(N)=O)c1N)c1ccc(F)cc1 (centres undefined) | 3 | -8 | -25 | 26 | -2 | 4 | -14 | -16 | -4 | -7 | -9
O=C(Cn1cnc2ccccc21)NCc1ccccc1 | -1 | -11 | -24 | 1 | -22 | -20 | 8 | 10 | -12 | -11 | 3
Cc1ccc(NC(=O)c2c([N+](=O)[O-])c(C(C)(C)C)nn2C)cc1 | -10 | -21 | 1 | 13 | 7 | 13 | 3 | -17 | 12 | -2 | -4
CCC(Oc1ccccc1)C(=O)N1CCN(S(=O)(=O)c2ccccc2)CC1 (centres undefined) | -49 | -8 | -7 | -6 | -3 | -14 | 3 | -7 | -10 | -4 | -1
CCCCN(C)C(=O)c1cc2cc3cc(OC)ccc3nc2o1 | -2 | -122 | -76 | 15 | -122 | -59 | -67 | -29 | -10 | -37 | -23
O=C1CSC(c2ccccc2)N1CC(O)c1ccc([N+](=O)[O-])cc1 (centres undefined) | 1 | 8 | 15 | -5 | 1 | 11 | -19 | 4 | -12 | -12 | 7
CCc1ccc(C(=O)COC(=O)CNC(=O)C2CCCCC2)cc1 | -6 | -23 | -5 | -4 | 66* | -8 | 76* | -12 | 14 | -41 | -1
NC(=O)NC(Cc1ccccc1)C(=O)NNC(=O)COc1ccccc1Cl (centres undefined) | 1 | 2 | 2 | 12 | 9 | -14 | -6 | 6 | -6 | 13 | -2
Cc1cc(C(=O)CSc2nnnn2-c2ccc(O)cc2)c(C)n1Cc1ccc2c(c1)OCO2 | 15 | 22 | -11 | 0 | -21 | -6 | 5 | -2 | -9 | 0 | -18
C=CCc1ccccc1OCC(O)CNC (centres undefined) | 9 | 9 | -75 | -4 | -5 | -4 | -1 | 4 | -6 | 12 | 0
CCOC(=O)C1CCCN(S(=O)(=O)c2ccc3c4c(cccc24)C(=O)N3CC)C1 (centres undefined) | -27 | 9 | -14 | 8 | 40 | -3 | 29 | -11 | -21 | -22 | 16
Cc1c(C(=O)NCCC#N)sc(=O)n1Cc1ccccc1F | 3 | -2 | 2 | 2 | 4 | 22 | 1 | 14 | 4 | -41 | x
O=C(CN(C(=O)CNS(=O)(=O)c1ccc(F)cc1)c1ccccc1F)NCc1ccco1 | 8 | 6 | -12 | 3 | 12 | 2 | 14 | -17 | 4 | 10 | 2
Cc1cc(C(=O)CN2C(=O)C(=O)N(C3CCCC3)C2=O)c(C)n1CCc1ccc(F)cc1 | 12 | -5 | -10 | 7 | 20 | 9 | 8 | 20 | -11 | 12 | -5
O=C(C1CCCN1C(=O)c1cccs1)N1CCN(S(=O)(=O)c2ccc(F)cc2)CC1 (centres undefined) | 5 | -3 | -15 | -3 | 16 | -1 | 16 | 1 | -20 | -15 | 6
O=C(NCC(c1ccco1)N1CCN(c2ccccc2F)CC1)C(=O)NC1CC1 (centres undefined) | -4 | 7 | -1 | -3 | 5 | -2 | -28 | -10 | -5 | -9 | -1
O=C(NC(C(=O)c1ccccc1)n1cnccc1=O)c1ccccc1 (centres undefined) | 0 | -15 | -16 | -9 | -2 | -6 | -27 | 16 | -9 | -3 | -1
CC(C)C(N)c1csc(Nc2ccc(C(=O)c3ccccc3)cc2)n1 (centres undefined) | -14 | -17 | -4 | 6 | -12 | 4 | 9 | -4 | 19 | 20 | x
CCn1c(N)c(C(N)=O)sc1=S | 2 | 6 | -4 | -12 | 8 | 7 | -1 | -11 | 2 | -16 | 11
CSC1=N/C(=C/c2cccnc2)C(=O)N1Cc1ccc(Cl)cc1 | -3 | 10 | -83 | -6 | -25 | 14 | -18 | 11 | -8 | 26 | 5
CCN(c1ccccc1)S(=O)(=O)c1ccc(C(C(=O)OC)C(=O)OC)c([N+](=O)[O-])c1 | 8 | -4 | 0 | 1 | 1 | 9 | 6 | -1 | -5 | -7 | -1
(listing goes on)
SMILES | KKLEB cytotox | LRH-1 inv ag | SRC1 inh | C8 TRAIL sens | TWEAK Fn14 block | SRC3 inh | TROY signal inh | COUP-TFII inh | CF NFkB block | NCOA2 inhibitor | EBV LMP1 NFkB
Cc1nnc(SCC(=O)NC2CCCCCC2)n1N | 28 | 17 | -6 | -11 | -7 | 7 | -12 | -4 | -11 | 13 | 7
CC1(c2ccc(OC(F)F)cc2)NC(=O)N(CC(=O)Nc2ccc(N3CCCCC3)cc2)C1=O (centres undefined) | 16 | -1 | -34 | -6 | 16 | 1 | 5 | 7 | -23 | -11 | -2
CC(C)(C)c1ccc(OCC(=O)NNC(=S)NC(=O)c2ccco2)c(Br)c1 | -78* | 7 | -12 | -6 | -42 | -3 | 2 | -2 | 58* | -5 | 12
Cc1nnc(C)c2c(C)n(-c3ccccc3)c(C)c12 | 15 | 4 | -1 | -14 | 0 | -36 | 0 | -11 | -28 | 8 | -9
O=C(CSc1nnc(CNC(=O)c2c(F)cccc2F)o1)Nc1ccc2c(c1)OCO2 | 2 | 8 | -17 | -14 | -2 | -22 | -11 | 4 | 31 | 13 | 2
Cc1cccc(NC(=O)Cn2cc(C(=O)C3CC3)c3ccccc32)c1C | 6 | 1 | -5 | 8 | 18 | 25 | -17 | 22 | 1 | 18 | 15
COC(=O)c1cc(OC)cc(O)c1C(=O)c1c(O)cc(C)cc1O | 16 | 15 | 0 | -13 | -21 | 9 | -14 | 9 | -22 | -4 | -1
Fc1ccc(N2CN(Cc3cccnc3)CNC2=S)cc1 | 1 | 13 | -3 | 7 | 14 | 0 | -1 | -27 | 3 | -17 | x
CCCCc1nnc2c(N(C)S(=O)(=O)c3ccc(C)cc3)nc3ccccc3n12 | -21 | -1 | -5 | -11 | 9 | 11 | 12 | 16 | 31 | -2 | 1
CN(C)N1C(N)=C(C#N)C(c2cccs2)C2=C1CC(C)(C)CC2=O (centres undefined) | 0 | 9 | 2 | -8 | 18 | 10 | -6 | 0 | -1 | -44 | -4
CCOC(=O)c1c(NC(=O)c2c(Br)cnn2CC)sc(C)c1C | -21 | -4 | -11 | -5 | -4 | -4 | -1 | -4 | 15 | 2 | 10
COc1ccc(-c2[nH]ncc2CN2CCC(N3CCSCC3)CC2)cc1F | 2 | 6 | -13 | -6 | -12 | 8 | -22 | -6 | 6 | 5 | -16
c1cncc(-c2nnc(C3CCCCC3)o2)c1 | 7 | 6 | -17 | -8 | -8 | 2 | 7 | -4 | -6 | 10 | -4
CN(CC(=O)Nc1ccc(OC(F)(F)F)cc1)C(=O)Cc1c(Cl)cccc1Cl | -4 | 16 | -1 | 4 | 12 | 3 | 17 | 12 | 6 | 10 | 0
CC[C@]12c3[nH]c4ccc(OC)cc4c3CCN1C(=O)C(CC(=O)NCCc1ccccn1)C[C@@H]2C(=O)N1CCN(C(=O)C2CC2)CC1 (some centres undefined) | 0 | 9 | 1 | -9 | 22 | -8 | -5 | -12 | 1 | 22 | -3
O=C(NN=C1CCCCC1)c1ccccc1-n1cccc1 | 0 | -13 | -48 | -10 | 1 | 16 | 0 | 10 | 6 | -10 | -2
CCN1C(=O)c2cccc3c(S(=O)(=O)Nc4nc(C)cs4)ccc1c23 | -15 | 10 | -7 | -6 | -14 | 9 | 16 | x | -100 | x | 9
COc1cc(CNC(=O)Nc2nc(C(N)Cc3ccc(C(F)(F)F)cc3)cs2)cc(OC)c1OC (centres undefined) | -4 | -16 | 2 | 26 | -4 | 5 | 4 | -9 | 11 | -16 | x
CCn1c(=O)n(CC(=O)N2CCN(c3ccccc3F)CC2)c(=O)c2ccccc21 | 9 | 0 | -5 | -16 | 1 | -6 | -2 | 18 | -6 | -24 | 2
Cc1nc2ccccc2c(=O)n1NC(=O)c1ccccc1Br | 3 | -3 | 0 | 2 | -2 | -8 | -22 | -13 | -23 | 1 | -1
Cc1cc(=O)oc(C)c1C(=O)NCc1ccccn1 | 4 | -2 | -2 | -7 | 5 | 8 | 8 | 7 | 15 | -21 | -3
COc1ccc(-c2nnc(SCC(=O)N3c4ccccc4Sc4ccccc43)o2)cc1 | 3 | 9 | -5 | 4 | 29 | 14 | 22 | 0 | 7 | 11 | -9
Cc1ccc(C)c(OCC(=O)O/N=C(\N)c2cccc([N+](=O)[O-])c2)c1 | 0 | 2 | 1 | -2 | -3 | 23 | -7 | -11 | 7 | 9 | 4
CCOC(=O)C(NC(=O)CC)(Nc1ccc(S(=O)(=O)Nc2ncccn2)cc1)C(F)(F)F (centres undefined) | 7 | 10 | -15 | 10 | -3 | 12 | -19 | -14 | 6 | -9 | -3
CC(NC(=O)c1cccs1)C(=O)NC1=NCCS1 (centres undefined) | -14 | 4 | 4 | -8 | -8 | 1 | 3 | -25 | -4 | 0 | -3
Other results:
SMILES | KKLEB cytotox | LRH-1 inv ag | SRC1 inh | C8 TRAIL sens | TWEAK Fn14 block | SRC3 inh | TROY signal inh | COUP-TFII inh | CF NFkB block | NCOA2 inhibitor | EBV LMP1 NFkB
CCC(C)(C)NC(=O)C(c1ccc(OC)cc1)N(Cc1cccs1)C(=O)CCC(=O)Nc1cc(C)on1 (centres undefined) | -9 | 18 | 9 | 2 | 15 | 1 | -2 | 34 | 2 | 16 | -10
COCCNC(=O)c1nn2cccnc2c1Cl | -6 | -23 | -7 | 0 | -3 | 15 | 7 | -15 | 7 | 5 | 14
c1cc(-c2ccsc2)n2cnnc2c1 | 0 | 12 | 12 | 0 | -18 | 1 | -8 | -6 | 13 | -9 | x
Cn1c(=O)[nH]c(=O)c2c1nc(SCCN1CCOCC1)n2Cc1ccccc1 | 0 | 5 | 0 | -22 | -11 | 10 | 2 | -1 | 2 | -2 | 9
Cc1ccc(-c2nn(-c3ccccc3)cc2C(=O)Nc2cccc(S(=O)(=O)NC3=NCCC3)c2)cc1 | -3 | -43 | 8 | 9 | -17 | 2 | -20 | -30 | 21 | -6 | -8
COc1cc(C(=O)OC2CC3CCC2(C)C3(C)C)ccc1OC(C)=O (centres undefined) | 14 | -22 | -30 | -6 | -14 | -4 | -28 | -11 | 16 | -6 | 2
Cc1cc(N(C)Cc2ccccc2)nc(-c2ccccc2)n1 | -3 | 14 | -9 | 27 | 19 | 13 | 2 | 10 | 10 | -11 | -7
CCc1nc2c(OCCOc3ccccc3)cccn2c1N(C)C(=O)c1ccc(C)cc1 | -3 | -18 | -2 | -1 | -4 | 3 | 1 | 0 | -14 | -31 | x
CC(C)OC(=O)/C(=C/c1ccc(Br)cc1)NC(=O)c1ccco1 | 8 | -1 | 10 | -4 | 11 | 6 | 5 | -1 | -4 | 7 | -1
